Compound activity from PubChem.
Anesthetic bind: binds horse apoferritin like a general anesthetic. Potency, µM (series often up to 77.5 µM), for inactives: top-dose activity change, negative = displacement, usual class: inhibitors. AID 485281. 350,000 compounds, 0.074% hits. apoferritin/1-aminoanthracene competitive binding, fluorescence. P02791; note: % is set by controls: 0 for no effect and ±100 for the full control effect; nearly all actives have a fitted effect of over 20% in size
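10 uM apoferritin + 50% sat. 1-AMA, PBS; cpd 10 min RT; Ex380/Em535 endpoint; normalized to free probe vs complex; 4-param Hill fit; propofol titration as pos. ctrl.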
Pol eta inh: inhibitors of human DNA polymerase eta. Q9Y253. 390,000 compounds, 1.2% hits. recombinant Pol eta, fluorescent DNA replication assay. AID 588591. Potency, µM (series often up to 114 µM), for the others: at the highest dose activity change, negative = inhibition, actives largely listed as inhibitors; note: % is set by controls: 0 for no effect and ±100 for the full control effect
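Pol eta (10 nM) was preincubated with compounds for 15 min at room temperature, after which fluorescent replication substrate (50 nM final) was added to start the reaction. Fluorescence was read kinetically at 0 and 10 min.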
BLM helicase inh: inhibitors of human Bloom syndrome helicase BLM. P54132. Potency, µM (highest dose often 56.1 µM), inactives show top-dose activity change, negative = inhibition, actives largely listed as inhibitors. 350,000 compounds, 0.2% hits. recombinant BLM DNA unwinding, fluorescence dequenching. AID 2528;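 note: plate controls were vehicle for no effect and no enzyme for full effect; nearly all actives have a fitted effect of over 35% in size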
APE1 inh: APE1 (human) endonuclease inhibition; P27695; recombinant APE1, TAMRA/BHQ-2 abasic DNA cleavage fluorescence; Potency, µM (doses to about 65.8 µM), for the others: at the top dose activity change, negative = inhibition, usual class: inhibitors; 350,000 compounds, 0.35% hits; AID 2517;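 note: plate controls were vehicle for no effect and reference inhibitor for full effect; nearly all actives have a fitted effect of over 55% in size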
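Readout is kinetic fluorescence (ex 525, em 598 nm) from cleavage of 50 nM TAMRA/BHQ-2 THF abasic duplex by 0.75 nM APE1, compound added 15 min beforehand at RT.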
Pol kappa inh: inhibitors of human DNA polymerase kappa. Potency, µM (top dose mostly 107 µM), for the others: top-dose activity, negative = inhibition, actives largely listed as inhibitors. purified Pol kappa, fluorescent DNA synthesis assay, 10 min. AID 588579. 400,000 compounds, 0.53% hits; note: % is set by controls: 0 for no effect and ±100 for the full control effect
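Kinetic fluorescence screen: compound preincubated 15 min RT with 10 nM enzyme; 50 nM substrate (final) initiates; reads at 0/10 min.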
BAZ2B inh: blocks human BAZ2B. AlphaScreen BAZ2B-H3K14Ac peptide displacement. Potency, µM (titrated, usually from 114 µM), for inactives: at the highest dose activity change, negative = inhibition, actives largely listed as inhibitors. 360,000 compounds, 4.4% hits; note: % is set by controls: 0 for no effect and ±100 for the full control effect; nearly all actives have a fitted effect of over 60% in size
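Complex of BAZ2B and biotin-H3K14Ac (50 nM apiece) forms over 30 min at RT, then faces library compounds up to 110 uM for another 30 min; AlphaScreen beads added, 20 min dark incubation, luminescence read.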
POLB inh: inhibitors of human DNA polymerase beta. Pol beta primer extension/strand displacement, fluorescence kinetic. Potency, µM (top dose mostly 114 µM), for the others: at the highest dose activity change, negative = inhibition, usual class: inhibitors. 340,000 compounds, 1.3% hits. AID 485314; note: % is set by controls: 0 for no effect and ±100 for the full control effect
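10 nM enzyme + cpd, 15 min RT; start with substrate 50 nM final; read 0 min and after 10 min RT. Corrected, normalized data; 4-parameter Hill curve fit.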
G9a block: blocks human histone lysine methyltransferase G9a. G9a H3K9 monomethylation, AlphaScreen, 2 h. Potency, µM (top dose mostly 102 µM), inactives show at the highest dose activity, negative = inhibition, actives largely listed as inhibitors. 350,000 compounds, 8.8% hits; note: % is set by controls: 0 for no effect and ±100 for the full control effect; nearly all actives have a fitted effect of over 75% in size
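Chemiluminescent proximity detection of H3K9 monomethylation, read after 10 min bead incubation in the dark. Reaction: 20 nM G9a, 500 nM biotin-H3K9 peptide, 20 uM SAM cofactor, 2 h, room temperature, following 15 min enzyme-compound preincubation.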
POLI inh: inhibitors of human DNA polymerase iota; Pol iota fluorescent replication assay, 10 min; 390,000 compounds, 1% hits; Q9UNA4; Potency, µM (series often up to 115 µM), for inactives: at the top dose activity, negative = inhibition, actives largely listed as inhibitors
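Pol iota at 10 nM preincubated 15 min with compounds at room temperature; reaction started with fluorescent substrate, 50 nM final. Fluorescence read kinetically at 0 and 10 min; buffer-only wells as negative control.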
* marks the source's active call; other numbers are inactive results; ? = inconclusive; . = not tested or not shown; [ ] = remark or other dose. Calls come from the whole dose curve; as a rule, active = well fitted curve in the direction sought with a large enough effect; inconclusive = small, poorly fitted or top-dose-only effect, or another doubt; inactive = no such curve, though single readings can be large; an effect the other way counts as inactive or inconclusive. Potency is the fitted concentration of half-maximal effect. The list is partial. The share of hits here may be higher or lower than overall.

SMILES	Anesthetic bind	Pol eta inh	BLM helicase inh	APE1 inh	Pol kappa inh	BAZ2B inh	POLB inh	G9a block	POLI inh
Cc1ccc(NC(=O)C2CCCN(S(=O)(=O)c3ccc(F)cc3)C2)cc1 (configuration not stated)	8%	-15%	2%	.	-3%	-1%	33%	-4%[59 µM]	1%
N#CC1=C(N)C(C#N)(C#N)[C@H](c2ccsc2)[C@H]2COCC=C12	10%	-13%	-5%	2%	-14%	-18%	-3%	?	1%
Cc1cccc(C)c1OCC(=O)NCC1CCCO1 (configuration not stated)	-1%	-11%	-2%	-3%	-2%	-24%	-26%	-10%	171%[activator]
CC1(C)C2C(Cl)(Cl)C2(C)c2ccccc2N1C=O (configuration not stated)	-2%	-8%	0%	17%	-5%	0%	33%	.	13%
COc1cc(/C=N\NC(=O)OC(C)(C)C)ccc1OC(=O)c1ccco1	?	-4%	-6%	1%	-7%	4%	-1%	?	16%
CCCCNC(=O)c1cc(-c2ccc(OC)cc2)nc2n[nH]c(-c3cccc([N+](=O)[O-])c3)c12	-10%	7%	-1%	.	-6%[60.1 µM]	4%	-11%	8%[59 µM]	16%
COc1cccc(-c2cc(-c3cccnc3)c(C#N)c(N)n2)c1	-8%	-8%	-5%	0%	10%	0%	34%	1%	26%
COc1cc(C(=O)Nc2ccc3c(c2)OCCO3)c(-n2cnnn2)cc1OC	-5%	-9%	-2%	-2%	-2%	-2%	-18%	22%[59 µM]	1%
CCOC(=O)CSc1nnc(CNC(=O)c2ccc(S(=O)(=O)N3CCCC3)cc2)n1C	40%[activator]	3%	-2%	5%	-6%	-1%	-9%	?	2%
COc1ccc(C(=O)Nc2nc(-c3nnn(-c4ccc(F)cc4F)c3C)ns2)cc1	-2%	-2%	-4%	.	9%	-1%	25%	5%[59 µM]	?
CC(=O)c1ccc(S(=O)(=O)N2CCN(C(=O)CSc3ccc(F)cc3)CC2)cc1	1%	10%	1%	76%[activator]	-24%	0%	-7%	-15%	-18%
C[C@@]12CCC[C@@](C)(C(=O)O)C1CC[C@@]13C[C@@H](NCc4ccccc4)[C@@](C)(CCC12)C3 (some centres not stated)	.	-18%	.	10%	4%	6%	.	9%[0.501 µM]	37%[activator]
Cc1ccc(CNC(=O)Cn2cnc3cc([N+](=O)[O-])ccc3c2=O)cc1	-21%	-2%	-3%	-2%	-13%	3%	25%	.	2%
CCn1nnnc1SCC(=O)Nc1nnc(C(C)C)s1	15%	-6%	-8%	3%	5%	4%	?	-16%[59 µM]	-10%
Cc1noc(C)c1COC(=O)c1ccc(S(=O)(=O)N2CCCCC2)cc1	-6%	-19%	-4%	-7%	1%	.	2%	12%	19%
COCc1cc(C)nc2c1C(=O)NC(c1ccc(Br)cc1)N2Cc1ccccc1 (configuration not stated)	-6%	-6%	-3%	.	-8%	-17%	1%	0%[59 µM]	47%[activator]
O=C(O)c1ccc(OS(=O)(=O)c2ccc(Cl)s2)cc1	.	-22%	.	9%	-4%	-8%	.	5%[0.501 µM]	102%[activator]
Cn1c(CCNC(=O)c2cccs2)nnc1SCC(=O)Nc1nc(-c2ccccc2)cs1	-11%	-10%	4%	-1%	-14%	30%	15%	-1%[59 µM]	9%
O=C(CCCn1c(SCc2cccc(F)c2)nc2ccccc2c1=O)NCC1CCCO1 (configuration not stated)	-17%	-14%	-3%	2%	-2%	-28%	-3%	-5%[59 µM]	-19%
NC(=O)c1ccc(N2CCNC(=O)C2)c([N+](=O)[O-])c1	0%	-5%	0%	-15%	-13%	1%	31%	43%	70%[activator]
Cc1ccc(-c2csc(NC(=O)C3=NN(C4CCS(=O)(=O)C4)C(=O)CC3)n2)cc1 (configuration not stated)	-9%	-2%	-6%	-1%	4%	-12%	-2%	-28%	7%
Cc1ccccc1NC(=S)N(Cc1ccccc1)Cc1cccs1	-6%	-11%	-7%	1%	6%	0%	29%	10%	-12%
COc1ccccc1NC(=O)Cn1c(=O)oc2cc(S(=O)(=O)NCc3ccccc3)ccc21	-3%	-16%	1%	.	6%	2%	2%	12%[59 µM]	26%
CCN(CC(=O)Nc1ccc(NC(C)=O)cc1)C(=O)/C=C/c1cn(-c2ccccc2)nc1-c1cccs1	.	-14%	.	8%	0%	-9%	.	32µM*	16%
O=C(NNS(=O)(=O)c1ccccc1)c1cccc([N+](=O)[O-])c1	-10%	-30%	0%	-4%	-14%	-8%	1%	?	119%[activator]
COc1ccc(OC)c2sc(N(CCN(C)C)C(=O)c3ccc4ccccc4c3)nc12	-6%	-5%	-5%	-14%	3%	?	-1%	16µM*	3%
Cc1c(NC(=S)N/C(=N/S(=O)(=O)c2ccccc2)c2ccccc2)c(=O)n(-c2ccccc2)n1C	-1%	-8%	2%	-3%	7%	-3%	0%	?	1%
COc1cc(OC)cc(C(=O)N[C@H](C(=O)OCC(=O)c2c[nH]c3ccccc23)C(C)C)c1	.	-14%	.	-7%	?	.	.	.	41%[activator]
Cc1ccc(NC2CCCN(C(=O)c3cn(C)c4ccccc34)C2)cc1C (configuration not stated)	-24%	-7%	-2%	10%	-5%	?	4%	?	?
O=C(CSc1ccc(-c2cccs2)nn1)NCCc1ccccc1	-9%	4%	-3%	-4%	-17%	-23%	0%	-24%	70%[activator]
CC1=C(C(=O)Nc2ccc(C)cc2C)C(c2ccccc2C)n2ncnc2N1 (configuration not stated)	5%	-6%	3%	.	-4%[60.1 µM]	-3%	40%[activator]	9%[59 µM]	2%
O=C(CCn1nc(-c2ccc(Cl)cc2)c2ccccc2c1=O)Nc1cccnc1	-18%	-20%	4%	20%	1%	?	-2%	.	9%
CCn1c(CN2CCOCC2)nc2cc(NC(=O)c3ccc([N+](=O)[O-])cc3)ccc21	-1%	-5%	-4%	.	-1%	-2%	17%	-19%[59 µM]	-4%
CS(=O)(=O)N1CCCC(C(=O)NCc2ccc(F)cc2)C1 (configuration not stated)	-12%	-13%	-1%	6%	1%	6%	12%	-5%[12.7 µM]	-16%
CCC1Nc2ccccc2-c2nnc(SC)nc2O1 (configuration not stated)	-12%	-5%	-4%	0%	-1%	-30%	6%	?	-3%
Cc1c(Br)c([N+](=O)[O-])nn1CC(=O)NCCc1ccc(Cl)cc1	-12%	-3%	-4%	2%	-17%	-11%	23%	-29%	-7%
CCOC(=O)/C(=C\c1cccc(O)c1)c1nc2sc(C)c(C)c2c(=O)[nH]1	?	-20%	-19%	3%	-9%	-28%	-29%	3.2µM*	18µM*
NS(=O)(=O)c1cccc(NC(=O)Nc2ccccc2)c1	7%	-18%	0%	0%	-2%	-11%	4%	.	128%[activator]
O=C(NCC1CCCO1)Nc1ccccc1 (configuration not stated)	-6%	-13%	0%	1%	4%	10%	19%	-19%	18%
CC(=O)N(C)c1nc(N)n(-c2ccccc2)n1	-1%	-13%	1%	1%	8%	23%	6%	.	18%

Compound profiles, as listed above. Screens in order: Anesthetic bind, Pol eta inh, BLM helicase inh, APE1 inh, Pol kappa inh, BAZ2B inh, POLB inh, G9a block, POLI inh
Profile of CC1=C(C(=O)Nc2ccc(C)cc2C)C(c2ccccc2C)n2ncnc2N1 (configuration not stated) : 5%, -6%, 3%, ., -4%[60.1 µM], -3%, 40%[activator], 9%[59 µM], 2%
Profile of CCC1Nc2ccccc2-c2nnc(SC)nc2O1 (configuration not stated) : -12%, -5%, -4%, 0%, -1%, -30%, 6%, ?, -3%
Profile of O=C(NCC1CCCO1)Nc1ccccc1 (configuration not stated) : -6%, -13%, 0%, 1%, 4%, 10%, 19%, -19%, 18%
Profile of CCOC(=O)/C(=C\c1cccc(O)c1)c1nc2sc(C)c(C)c2c(=O)[nH]1 : ?, -20%, -19%, 3%, -9%, -28%, -29%, 3.2µM*, 18µM*
Profile of O=C(CCn1nc(-c2ccc(Cl)cc2)c2ccccc2c1=O)Nc1cccnc1 : -18%, -20%, 4%, 20%, 1%, ?, -2%, ., 9%
